# H37Rv inhibition – M. tuberculosis growth inhibition, HTS (AID 449762); M. tuberculosis H37Rv growth inhibition, 7H9 media; higher % means a stronger effect; 330,000 compounds, 0.59% hits; inhibition, % at 25 µM, or IC50 in µM where a hit was titrated; in the data active = a potency from the dose series; inconclusive = inhibition above about 70% without an active follow-up result;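 also: bacterial growth assessed after seven days of incubation; strong numbers were not always called active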
# tuberculosis growth – growth inhibition of non-replicating M. tuberculosis (AID 488890); Mycobacterium tuberculosis non-replicating, growth inhibition; higher % means a stronger effect; inhibition, % at 25 µM; hits with a dose series show IC50 in µM; 320,000 compounds, 0.39% hits; in the data active = a potency from the dose series; inconclusive = inhibition mostly from about 82% at the one dose, without a potency; inactive = the rest, 99 in 100 with inhibition below about 76%;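 also: plate controls were DMSO cells for no effect and high antibiotic wells for full effect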
# Salmonella PhoP GFP – PhoP regulon inhibitors, Salmonella typhi PhoP promoter GFP reporter, confirmatory (AID 1850); Salmonella Typhi PhoP-promoter GFP reporter, fluorescence, 4 h; higher % means a stronger effect; inhibition, % at 50 µM, or IC50 in µM where a hit was titrated; 310,000 compounds, 0.33% hits; in the data active = a potency from the dose series; inconclusive = inhibition mostly from about 25% at the one dose, without a potency; inactive = the rest, 99 in 100 with inhibition below about 19%;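 also: 0% = induced wells with vehicle and 100% = uninduced wells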
# inhibitors of VEEV – inhibitors of VEEV TC-83 cytopathic effect, confirmation, Vero cells (AID 588727); Vero cells, VEEV TC-83 cytopathic effect inhibition; higher % means a stronger effect; inhibition, % at 20 µM, or IC50 in µM where a hit was titrated; 350,000 compounds, 0.13% hits; in the data active = a potency from the dose series; inconclusive = inhibition mostly from about 14% at the one dose, without a potency; inactive = the rest, 99 in 100 with inhibition below about 12%; also: strong numbers were not always called active
# H1N1 NS1A inhibition – NS1A inhibition, H1N1 influenza, cell based functional assay (AID 504329) | NS1A functional cell-based assay, percent inhibition; higher % means a stronger effect | inhibition, % at 12.5 µM, or IC50 in µM where a hit was titrated | 340,000 compounds, 0.3% hits; in the data active = a potency from the dose series; inconclusive = inhibition above about 27% without an active follow-up result; also: strong numbers were not always called active
# inhibitors of VEEV 10K pilot screen – also measured in inhibitors of VEEV; calls as there; inhibition, %; measured here: 10K pilot screen inhibition
# Active calls of the source: *; i = inactive; ? = inconclusive; . = not tested or not shown.
SMILES,H37Rv inhibition,tuberculosis growth,Salmonella PhoP GFP,inhibitors of VEEV,H1N1 NS1A inhibition,others
Cc1cccc(-c2ocnc2C(=O)Nc2ccccc2NC(=O)c2ccccn2)c1,3%,-3%,17%,8.2%,-7%,
O=C1c2ccccc2C(=O)N1n1c(=O)[nH]c2ccccc2c1=O,2%,-13%,-13%,1.5%,-1%,
O=C(CN1CCN(S(=O)(=O)c2ccc(Cl)cc2)CC1)Nc1ccc(F)cc1F,9%,22%,6%,1.4%,3%,
CCN(c1ccccc1)S(=O)(=O)c1ccc(C(=O)NCC(c2ccccc2OC)N2CCCC2)cc1 (configuration not stated),.,.,.,1.3%,3%,
CC1O[C@@H](OC2C(COC3OC(CO)C(O)[C@H](O)C3O)OC(OC3CC[C@]4(C)C(CC[C@@]5(C)[C@@H]4CC=C4[C@@H]6CC(C)(C)CC[C@]6(CO)C(O)C[C@]45C)C3(C)C)C(O)C2O)C(O)C(O)C1O (some centres not stated),-1%,13%,.,0.2%,-4%,inhibitors of VEEV 10K pilot screen=2.4
Cc1ccc(CNC(=O)C2CCCN2C(=O)Nc2ccccc2)cc1 (configuration not stated),1%,-1%,1%,i,8%,
O=c1oc(C2(O)CCCCC2)cc2ccc(-c3ccc4[nH]ccc4c3)cc12,5%,31%,.,1.1µM*,-6%,
COC(=O)c1cn(NC(=O)/C=C/c2ccc(OC)c(OC)c2)c(=O)c2ccccc12,25%,-6%,0%,0.3%,-6%,
Cc1onc(-c2ccccc2Cl)c1C(=O)NCCn1ccc2ccccc21,-2%,10%,16%,4.1%,-3%,
COc1ccc(C(C)NC(=O)C2CCCC2)cc1 (configuration not stated),7%,16%,12%,0.6%,-2%,
C#CCOCCOCCOCCNc1nc(N2CCN(C(=O)[C@H](C)n3cc(CCCN=C(N)N)nn3)CC2)nc(N2CCN(C(=O)[C@H](C)n3cc(CCCN=C(N)N)nn3)CC2)n1,21%,72%,10%,i,7%,
CSC(=S)N/N=C/c1c[nH]c2ccccc12,?,-12%,0%,1.0%,0%,
N#Cc1ccccc1CSc1ccc(-c2nc3ccccc3[nH]2)cn1,10%,13%,16%,8.9%,24%,
O=C(c1cccc(S(=O)(=O)N2CCCCC2)c1)N1CCCCC1,-3%,1%,-1%,2.6%,-3%,
Cc1cccc(N=Nc2c(C)[nH]n(-c3ccccc3)c2=O)c1,?,10%,-7%,1.1%,-5%,
CC1(C(=O)NNC(=S)NCC2CCCO2)CC1(Cl)Cl (configuration not stated),-5%,-14%,-12%,i,-4%,
O=C1ON=C(c2ccccc2)/C1=C/c1ccc(-c2ccccc2[N+](=O)[O-])o1,0%,75%,-16%,13%,-2%,inhibitors of VEEV 10K pilot screen=15
Cc1noc(C)c1CSCC(=O)Nc1ccc(S(=O)(=O)C(F)F)cc1,6%,6%,1%,5.4%,-6%,
CN=C1S/C(=C\c2cccn2-c2cccc(Br)c2)C(=O)N1C,2%,2%,-14%,.,.,
O=C(/C=C/c1ccc2c(c1)S(=O)(=O)N(Cc1ccccc1)[C@H]2CC(=O)N1CCOCC1)N1CCOCC1,0%,1%,.,i,-5%,
C=CCn1c(SCC(=O)N2CCOCC2)nc2sc(CC)cc2c1=O,1%,10%,.,4.9%,6%,
COc1ccc(C2=NCC(=S)Nc3ccc(Cl)cc32)cc1Cl,-3%,-12%,-8%,i,-13%,
Cn1c(N2CCCCC2)nc2c1c(=O)[nH]c(=O)n2C,4%,3%,-1%,i,-8%,
COc1ccc2c(c1)/C(=N/N1C(=O)c3ccccc3C1=O)C(=O)N2,2%,5%,6%,.,.,
Cc1ccc(C(=O)NC(=S)Nc2cccnc2Cl)cc1,10%,8%,-8%,0.2%,-10%,
C=CCSc1nnc(CSc2nc3sc4c(c3c(=O)[nH]2)CCCC4)n1-c1ccccc1,.,.,.,2.1%,2%,
NC(=O)C(=O)N/N=C/c1c2ccccc2cc2ccccc12,-6%,14%,-11%,4.0%,2%,
Cc1csc2ncnc(N3CCN(C(=S)Nc4ccc(F)cc4F)CC3)c12,1%,17%,2%,4.3%,.,
CCOC(=O)c1c(NC(=O)CSc2nnc(-c3ccccc3C)n2C)sc(C(C)=O)c1C,-2%,31%,-15%,i,4%,
O=C(NCc1cc(C(F)(F)F)cc(C(F)(F)F)c1)C1CC(c2cccc(F)c2)=NO1 (configuration not stated),7%,-10%,-18%,0.8%,4%,
CCc1ccc(C(=O)CSc2n[nH]c(C)n2)cc1,9%,23%,-1%,0.8%,4%,
COc1ccccc1Oc1nc2c(c(=O)n(Cc3ccccc3F)c(=O)n2C)n1C,-3%,-6%,-1%,i,12%,
O=[N+]([O-])c1ccccc1-c1nc(-c2ccc(Br)o2)no1,-2%,44%,-1%,4.3%,7%,
CCN1C(=O)[C@H]2[C@@H](c3ccc(-c4cccc(Cl)c4)cc3)N3CCCC[C@@]3(C(=O)OC)[C@H]2C1=O,-2%,-4%,12%,0.9%,2%,
CCC(COC(=O)NC)NC(=O)Oc1cccc(C)c1 (configuration not stated),-5%,6%,-15%,0.8%,-15%,
O=C(c1ccccc1)N(Cc1ccc2c(c1)OCO2)Cc1nc2ccccc2c(=O)[nH]1,-8%,23%,11%,6.1%,3%,
CCC(C)(C)n1nnnc1C(c1ccc(OC)c(OC)c1)N1CCN(C(=O)c2ccco2)CC1 (configuration not stated),2%,-6%,7%,0.3%,4%,
CC(CCc1ccccc1)NC(=O)c1ccc(NC(=O)c2ccc(Cl)cc2Cl)cc1 (configuration not stated),-6%,-11%,-3%,0.9%,-4%,
CC(C)(C)c1csc(NC(=O)c2ccc3nccnc3c2)n1,?,67%,1%,11%,10%,
Cc1ccc(OCCNC(=O)c2cccc(S(=O)(=O)NCc3ccccc3)c2)cc1,.,.,.,8.2%,-1%,
COc1ccccc1N(CC(=O)NCC1CCCO1)C(=O)CNS(=O)(=O)c1ccc(C)cc1 (configuration not stated),-5%,6%,-3%,0.3%,2%,
COc1ccc(C(C)(C)C)cc1NC(=O)COC(=O)c1ncc(Cl)c(Cl)c1Cl,1%,?,-12%,0.7%,-5%,
COc1ccc(C(=O)Nc2n[nH]c(-c3ccncc3)n2)cc1,0%,10%,2%,5.7%,19%,inhibitors of VEEV 10K pilot screen=3.9
Cc1ccc2nc(SCC(=O)NCc3cccs3)c(C#N)cc2c1,-7%,-18%,5%,0.9%,-8%,
Cc1ccc(C(=O)N2N=C(c3cccc(NS(C)(=O)=O)c3)CC2c2cccs2)cc1 (configuration not stated),4%,3%,-10%,9.9%,-1%,
CCN(CC)S(=O)(=O)c1ccc(-c2nnc(SCC(=O)Nc3ccc(OC)cc3)o2)cc1,-8%,15%,13%,1.8%,13%,
CCCC(=O)Nc1ccccc1NC(=O)c1ccc(OCC)cc1,1%,-6%,2%,i,7%,
Cc1cc(NNC(=O)c2cccc(C(F)(F)F)c2)nc2c1c(C)nn2C,2%,34%,0%,i,-17%,
COc1ccccc1CN1C[C@@H]2C[C@@H](c3ccccc3C)N3CCC[C@@]23C1=O,1%,3%,-4%,0.8%,9%,
Cc1ccc(C)c(NC(=S)NCCN2CCOCC2)c1,-1%,-14%,4%,0.2%,1%,

# Remaining list, next part:
SMILES,H37Rv inhibition,tuberculosis growth,Salmonella PhoP GFP,inhibitors of VEEV,H1N1 NS1A inhibition,others
COc1ccccc1CNS(=O)(=O)c1cc2c3c(c1)C(C)C(=O)N3CCC2 (configuration not stated),-6%,17%,8%,1.9%,1%,
CC(=O)NC1=NC(=O)/C(=C/c2cn(C(C)=O)nc2-c2ccccc2)S1,-3%,21%,-6%,1.6%,-7%,
COc1cc([N+](=O)[O-])c(C(=O)N2CCOCC2)c([N+](=O)[O-])c1,-7%,-6%,2%,i,-7%,
O=c1c2ccccc2nc(-c2ccccc2)n1CCCN1CCOCC1,-4%,9%,-1%,0.7%,2%,inhibitors of VEEV 10K pilot screen=0.0
COC(=O)c1ccc(NC(=O)CS(=O)(=O)Cc2ccccc2)cc1,0%,6%,6%,i,4%,
O=C(c1ccc2ccccc2c1)C1CCCN(C(=O)CCn2cnnn2)C1 (configuration not stated),-3%,4%,6%,0.9%,1%,
Cn1c(=O)[nH]c2ncn(C)c2c1=O,7%,-8%,17%,1.3%,-6%,
Cc1ccc(Nc2nc(COC(=O)C3CC3)cs2)cc1,50%,69%,3%,1.2%,9%,
COC(=O)CSc1nc(Cc2ccccc2)nc2ccccc12,1%,43%,0%,3.4%,-10%,
O=C(CCCC(=O)OCC(F)(F)C(F)F)Nc1ccccc1F,-1%,-13%,-8%,i,1%,
Cc1ccc(N2C(=O)CSC23C(=O)Nc2ccccc23)cc1 (configuration not stated),1%,10%,-1%,0.6%,2%,
c1cc(-c2sc(-c3ccncc3)c(-c3ccncc3)c2-c2ccncc2)ccn1,13%,16%,0%,9.7%,.,
CC(C)CNS(=O)(=O)c1ccc(CCC(=O)NCc2ccc(Cl)cc2)cc1,1%,34%,0%,0.3%,-12%,
NC(=O)c1cccc(C(N)=O)n1,-1%,-7%,17%,i,-7%,
Cc1cnc(C(=O)Nc2nccs2)cn1,-4%,10%,5%,5.2%,-3%,
C=CCN1CCN(C(c2ccc(OC)c(OC)c2)c2nnnn2C(C)(C)C)CC1 (configuration not stated),.,.,.,1.8%,-16%,
Oc1c(C(c2ccccn2)N2CCOCC2)ccc2cccnc12 (configuration not stated),-4%,5%,14%,13%,?,
CCCCCOc1ccc(C2C(C(=O)c3ccc(C)o3)=C(O)C(=O)N2c2cc(C)on2)cc1 (configuration not stated),18%,63%,3%,i,-9%,
Cc1cc(C(F)F)n2nc(C(=O)Nc3sc4c(c3C(N)=O)CCC4)nc2n1,37%,29%,-3%,8.0%,1%,
O=C(COc1ccc(Cl)cc1)Nc1ncc([N+](=O)[O-])s1,.,.,.,2.9%,1%,
CCCCCCOc1ccc(CN2CCN(CC)CC2)cc1,-2%,?,28%,3.2%,8%,
CC(NC(=O)Cc1ccc(Br)cc1)c1ccccc1 (configuration not stated),-1%,29%,-2%,i,-2%,
CCOc1ccccc1N1CCN(C(=O)c2cc3ccccc3cc2OC)CC1,.,.,.,7.8%,-2%,
CC(=O)NC(Cc1ccc(F)c(F)c1)C(=O)NC1CCN(c2c(Cc3ccccc3)c(C)nc3ncnn23)CC1 (configuration not stated),2%,30%,5%,8.1%,0%,
CCCCC(=O)Nc1cc([N+](=O)[O-])ccc1F,-8%,-7%,1%,0.5%,-7%,
COc1cccc(Cn2c(NCC(C)C)nc3c2c(=O)n(C)c(=O)n3C)c1,-11%,-3%,-5%,3.6%,-6%,
CCOC(=O)C1CCN(C(=O)C(CC)c2ccccc2)CC1 (configuration not stated),3%,20%,-2%,0.6%,-14%,
CCCCn1c(SCC(=O)Nc2cc(C)on2)nc2c1c(=O)n(C)c(=O)n2C,3%,5%,-2%,0.9%,-12%,inhibitors of VEEV 10K pilot screen=1.1
CC(=O)c1cc(C(=O)NC2CCCc3c2cnn3-c2cc(C)cc(C)c2)[nH]n1 (configuration not stated),-10%,18%,-9%,3.9%,3%,
Cn1c(-c2ccccc2)cnc1NCc1ccc(F)cc1,.,.,.,0.3%,4%,

# As a short view, four of the compounds above.
SMILES,H37Rv inhibition,tuberculosis growth,Salmonella PhoP GFP,inhibitors of VEEV,H1N1 NS1A inhibition,others
CCOC(=O)C1CCN(C(=O)C(CC)c2ccccc2)CC1 (configuration not stated),3%,20%,-2%,0.6%,-14%,
CCCCn1c(SCC(=O)Nc2cc(C)on2)nc2c1c(=O)n(C)c(=O)n2C,3%,5%,-2%,0.9%,-12%,inhibitors of VEEV 10K pilot screen=1.1
CC(=O)c1cc(C(=O)NC2CCCc3c2cnn3-c2cc(C)cc(C)c2)[nH]n1 (configuration not stated),-10%,18%,-9%,3.9%,3%,
Cn1c(-c2ccccc2)cnc1NCc1ccc(F)cc1,.,.,.,0.3%,4%,

# Next entries follow:
SMILES,H37Rv inhibition,tuberculosis growth,Salmonella PhoP GFP,inhibitors of VEEV,H1N1 NS1A inhibition,others
CC(=O)Nc1ccccc1-c1ccccc1[N+](=O)[O-],.,.,.,1.7%,-6%,
N#Cc1c(-c2ccc(Cl)cc2)c2c([nH]c1=S)CCCC2,-3%,2%,-3%,2.1%,1%,
CCOC(=O)c1cc(NC(=O)CCC(=O)O)ccc1N1CCCCC1,2%,-8%,1%,0.5%,0%,
Cc1ccc(NCC(=O)N/N=C/c2ccc(-c3cccc(C(F)(F)F)c3)o2)cc1,7%,27%,-24%,1.1%,1%,
Cc1ccc(-c2nn(-c3ccc(F)cc3)cc2C(=O)NCC(c2cccs2)N2CCOCC2)cc1 (configuration not stated),7%,-4%,-5%,3.2%,-5%,
CCOc1ccc(NC(=O)c2cccc(-n3cccc3)c2)cc1S(=O)(=O)N1CCOCC1,-3%,29%,.,4.8%,-10%,
